PPARg SRC-3 ag: PPARgamma-driven SRC-3 recruitment agonism; AID 731; biochemical PPARgamma/SRC-3 coactivator recruitment assay; 200,000 compounds, 0.26% hits; activation, % at 8 µM; in the data active = activation above about 23%;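 note: 0% = DMSO and 100% = reference agonist; some compounds past the cut are filed as inactive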
Target sequence (P37231 whole entry, looked up): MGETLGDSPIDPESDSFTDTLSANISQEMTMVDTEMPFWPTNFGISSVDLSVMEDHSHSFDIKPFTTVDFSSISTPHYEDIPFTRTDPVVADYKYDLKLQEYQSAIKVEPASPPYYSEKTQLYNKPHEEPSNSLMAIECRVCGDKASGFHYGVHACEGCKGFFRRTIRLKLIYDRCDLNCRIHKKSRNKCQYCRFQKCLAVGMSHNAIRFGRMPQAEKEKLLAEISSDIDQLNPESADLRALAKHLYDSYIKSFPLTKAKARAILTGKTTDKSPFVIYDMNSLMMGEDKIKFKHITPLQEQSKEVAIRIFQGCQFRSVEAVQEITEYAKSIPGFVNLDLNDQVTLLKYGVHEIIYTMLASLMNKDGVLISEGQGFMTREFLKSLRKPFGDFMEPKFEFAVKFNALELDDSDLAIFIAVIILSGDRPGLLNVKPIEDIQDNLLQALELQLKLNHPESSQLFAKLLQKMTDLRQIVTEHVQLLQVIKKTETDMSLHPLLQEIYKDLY
S1P3 antagonist: blocks the human S1P3 receptor; Q99500; CHO S1P3 NFAT-BLA reporter, FRET fluorescence, antagonist mode; inhibition, % at 4.98 µM; 170,000 compounds, 0.27% hits;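 active = inhibition above the plate cutoff, the mean inhibition of test wells on that plate plus 3 SD, cut at about 28% in these data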;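 note: cells challenged with S1P at its EC80 of 0.8 µM; blue over green emission ratio from cleaved BLA substrate after 4 h stimulation; 0% = S1P-stimulated wells and 100% = unstimulated DMSO-only wells; some compounds past the cut are filed as inactive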
Target sequence (Q99500 whole entry, looked up): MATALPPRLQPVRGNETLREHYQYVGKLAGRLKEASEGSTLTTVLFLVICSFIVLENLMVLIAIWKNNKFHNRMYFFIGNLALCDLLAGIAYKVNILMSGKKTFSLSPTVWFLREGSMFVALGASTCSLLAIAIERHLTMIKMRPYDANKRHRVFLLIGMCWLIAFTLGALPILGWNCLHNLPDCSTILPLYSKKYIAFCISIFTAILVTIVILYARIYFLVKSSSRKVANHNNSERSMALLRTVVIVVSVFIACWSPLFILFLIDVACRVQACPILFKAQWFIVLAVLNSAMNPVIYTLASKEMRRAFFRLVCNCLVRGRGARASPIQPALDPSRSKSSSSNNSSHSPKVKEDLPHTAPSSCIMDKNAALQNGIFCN
bIAP inhibitor: blocks bovine intestinal alkaline phosphatase activity. purified bovine IAP, CDP-star luminescence, 30 min. inhibition, % at 20 µM. 190,000 tested, under 10 active. AID 1019;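 active = over 50% inhibition of intestinal alkaline phosphatase at 20 µM in the single-dose screen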
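Incubation: 30 min reaction at room temperature / Material: purified bovine intestinal alkaline phosphatase (IAP) enzyme / Input: enzyme at 1/65,000,000 dilution / Dosing: 20 µM single dose / Signal: CDP-star luminescence signal / Reagent: CDP-star chemiluminescent phosphatase substrate, 30 µM final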
PPARg SRC2 recr: agonists of SRC-2 recruitment by human PPARgamma; P37231; PPARgamma LBD-SRC-2 recruitment, biochemical; activation, % at 8 µM; 200,000 compounds, 0.34% hits; in the data active = activation above about 22%;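 note: 0% = vehicle and 100% = reference agonist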
Efa HMGR inh: E. faecalis class II HMG-CoA reductase inhibition. inhibition, % at 10 µM. purified E. faecalis HMGR, NADPH absorbance 340 nm kinetic. 190,000 compounds, 0.41% hits;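 active = inhibition above a set limit, the median over all tested compounds plus 3 SD, cut at about 9.5% in these data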;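 note: enzyme runs in reverse so mevalonate oxidation gives rising NADPH absorbance; 0% = complete reaction with DMSO and 100% = background rate lacking mevalonate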
ROMK mod: modulates human ROMK potassium channel activity; Tet-inducible ROMK, thallium flux fluorescence; actives lie on both sides; B-score at 10 µM; 130,000 compounds, 2% hits; AID 1918;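 active = signal ratio slope over the read window, or its plate-corrected B-score, at least 3 SD from the plate mean, either direction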;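 note: B-score of the F/F0 ratio slope over 7 to 12 s after thallium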
Lmaj promast: Leishmania major promastigote growth inhibition; Leishmania major promastigotes, resazurin fluorescence viability; inhibition, % at 10 µM; 200,000 compounds, 9% hits; AID 1063; in the data active = inhibition above about 50%;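 note: promastigotes grown with compound for 44 hours at 28 °C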
TR-FRET SRC-2 ct: flags TR-FRET format artefacts in PPARgamma SRC-2 recruitment agonist screen | TR-FRET artefact counter-screen; active compounds read high | TR-FRET ratio at 8 µM | 200,000 compounds, 0.4% hits | AID 1049; in the data active = TR-FRET ratio above about 2000; note: inactives centre near 1500; reference of the scale not given here
RAM network inh: blocks the yeast RAM network; inhibition, % at 50 µM; 190,000 compounds, 1.8% hits; S. cerevisiae dse1pr::URA3 reporter, 5-FOA growth OD615, 2 d; analog-sensitive cbk1-as2 kinase mutant strain;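 active = inhibition above a set limit, 3 SD over mean compound inhibition, cut at about 8.4% in these data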;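 note: 0% = DMSO-only wells with no growth and 100% = 10 µM 1-NA-PP1 full growth; inhibition rescues growth on 5-FOA so higher OD means more RAM inhibition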
DTT redox prof: compounds producing H2O2 with reducing agent – biochemical, NIH compound library profiling, artefact control for MLSCN library redox annotation, primary screen; DTT-dependent redox cycling H2O2, phenol red/HRP absorbance; 100% = 100 µM peroxide control, 0% = buffer; 200,000 compounds, 0.03% hits; activation, % at 10 µM;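 active = activation of at least 50% relative to the plate's high and low controls in the primary single-dose screen; inactive = activation below 50%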;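 note: compound incubated with DTT at 0.8 mM final as the reducing agent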
PPARg SRC-1 ag: promotes SRC-1 coactivator recruitment by human PPARgamma | activation, % at 8 µM | 200,000 compounds, 0.41% hits | AID 631 | PPARgamma-SRC-1 coactivator recruitment biochemical assay | P37231; in the data active = activation above about 19%;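 note: 0% = DMSO and 100% = reference agonist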
Active calls of the source: *; · = no result given.

SMILES	PPARg SRC-3 ag	S1P3 antagonist	bIAP inhibitor	PPARg SRC2 recr	Efa HMGR inh	ROMK mod	Lmaj promast	TR-FRET SRC-2 ct	RAM network inh	DTT redox prof	PPARg SRC-1 ag
COc1ccc(Cc2nnc(SCC(=O)NCc3ccco3)o2)cc1	2	-20	7	3	3	1.3	-4	1448	0.0	9.5	-1
COc1cccc(OC)c1C(=O)N1CCN(c2c(Cc3ccccc3)c(C)nc3ncnn23)CC1	4	-7	-4	4	-5	·	-3	1630	-0.3	-3.4	9
Cc1cnc(C(=O)OCC(=O)N2c3ccccc3NC(=O)C2(C)C)cn1	-1	11	6	-2	-4	-0.12	7	1615	-1.0	2.1	1
CS(=O)(=O)N(CC(=O)NCc1ccccc1Cl)c1cccc([N+](=O)[O-])c1	6	2	-4	8	0	·	-3	1632	1.9	0.5	5
CC(=NCCc1ccccc1)C1=C(O)CSC1=O	-1	6	16	10	-5	-0.049	-5	1751	-0.1	3.3	9
c1ccc2c(c1)nc(NCc1ccc3c(c1)OCO3)n2CCN1CCOCC1	1	13	-13	-1	-12	-0.81	3	1701	1.8	-0.2	1
CC1CCCC(NC(=O)COC(=O)CCc2ccccc2)C1C (centres undefined)	1	8	-8	2	-2	-0.41	-9	1492	-0.2	-1.2	0
Cc1ccc(-c2cc(C(=O)N/N=C/c3c(C)nn(C)c3C)c3ccccc3n2)c(C)c1	-3	·	5	12	-5	1.2	100*	1660	2.4	0.0	4
CCc1cc(C(=O)NNC(=S)Nc2ccccc2C)cs1	4	·	-4	7	-6	-0.96	-1	1586	2.1	-0.3	-3
COc1ccccc1Nc1nnc(SCC(=O)Nc2cc(C)on2)s1	3	·	10	7	1	-0.83	-2	1725	1.0	-1.0	1
C=CCn1c(C)cc(C(=O)CSc2nc3ccccc3[nH]2)c1C	-7	·	-11	10	-3	·	70*	1723	3.8	-4.2	8
N#Cc1cnc(Sc2ccccc2)nc1	-3	-12	3	5	-2	0.019	6	1601	0.6	-0.1	7
O=C(COC(=O)c1ccc([N+](=O)[O-])s1)Nc1ccc(Cl)cn1	-2	-13	2	3	5	0.43	-6	1428	0.7	-0.4	-5
O=C(c1cc2cc(Br)ccc2oc1=O)N1CCN(c2ccccn2)CC1	-5	6	14	10	-2	1.2	-6	1550	1.4	1.0	-5
Cc1nccn1-c1ccc(C=O)cc1	2	-11	8	4	1	0.024	-2	1443	0.9	-1.3	-4
CCN(CC)c1ccc(NC(=O)CCNC(=O)c2ccco2)cc1	1	2	10	9	0	0.47	90*	1811	1.9	0.0	2
O=[N+]([O-])c1ccc2c(c1)ncn2-c1ccccc1	4	7	12	9	-2	·	1	1440	1.6	-0.4	6
Nc1nnc(CCc2ccccc2)s1	10	-15	6	15	0	·	2	1757	0.3	0.0	2
CSc1nc(-c2ccc(Cl)cc2)c(C#N)c(=O)[nH]1	3	-13	-6	14	-2	0.52	-7	1744	2.7	-1.5	6
CCc1[nH]c(=S)c(C#N)c(-c2ccccc2)c1C(=O)OC	5	-4	29	-2	0	0.2	-4	1498	0.9	-0.1	6
C=CCN(c1ccc(C(=O)NC(C)C)cc1)S(C)(=O)=O	2	·	-2	1	1	·	6	1400	0.4	2.7	-6
Cc1cc(C)c2c(CN3CCN(Cc4ccc5c(c4)OCO5)CC3)cc(=O)oc2c1C	7	12	19	-2	-6	·	16	1630	0.8	-0.1	-6
CSc1nc(C)cc(OCNC(=O)c2cccs2)n1	-12	-20	8	-7	-1	-0.86	-3	1505	2.5	0.2	4
Cc1cccc(NC(=O)C2CC(=O)N(c3ccccc3)C2)c1C (centres undefined)	-5	·	5	-2	1	·	-4	1529	0.4	0.2	-2
COc1cc(SC)ccc1C(=O)Nc1nc(C)cs1	-4	5	7	-11	-6	0.39	47	1655	1.9	-0.4	-3
COC(=O)Nc1ccc(Cc2ccncc2)cc1	3	-7	6	1	6	1.1	-4	1550	0.2	-0.5	8
Cc1cc(C)n(-c2nc(Nc3ccccc3C)nc(-n3nc(C)cc3C)n2)n1	2	·	4	-5	3	·	40	1520	5.0	3.0	-4
O=C1CC(N(Cc2ccc3c(c2)OCO3)C(=O)Nc2ccc(F)cc2)C(=O)N1c1ccccc1 (centres undefined)	-7	20	6	3	2	·	4	1323	3.2	0.5	-3
COC(=O)c1cccc(NC(=O)c2cnoc2C)c1	2	·	-1	6	2	0.28	-4	1463	0.5	-0.4	4
Cc1cc(C)nc(SCC(=O)Oc2ccc3oc(=O)cc(C)c3c2)n1	-8	·	10	3	-9	-0.82	2	1784	2.5	-0.5	3
O=C(CSc1nnc(-c2cccnc2)n1-c1ccc(F)cc1)NCc1ccc2c(c1)OCO2	8	·	5	-10	-5	·	0	1466	1.3	1.4	-2
OC1(c2ccccc2F)CCN(Cc2nnnn2CCc2ccccc2)CC1	-5	·	1	1	-1	0.036	9	1537	1.6	0.3	5
O=C(O)c1ccc(CN2CCCCC2)o1	8	-13	6	5	1	·	-7	1594	2.7	-2.5	8
COc1ccc(Cl)cc1N/C(N)=N/c1nc(C)cc(C)n1	3	14	-20	1	-1	0.86	20	1461	1.0	-0.5	2
COc1cccc(OC)c1C(=O)NNC(=O)c1ccccc1-n1cccc1	2	9	-18	-2	-4	0.7	-4	1544	2.7	0.0	5
COc1cc(NS(=O)(=O)c2ccc(NC(=S)NC(=O)COc3ccccc3OC)cc2)nc(OC)n1	-2	11	5	1	2	1.5	-5	1593	5.6	-0.4	1
OC(CCN1CCC2(CC1)OCCO2)C(F)(F)F (centres undefined)	2	10	6	11	0	0.089	-14	1718	1.3	-2.0	-1
CCN(CC)S(=O)(=O)c1ccc2[nH]cc(C(=O)NCCc3ccc(OC)c(OC)c3)c(=O)c2c1	-6	·	5	-4	-4	·	0	1554	7.2	2.8	1
Cc1cc(C(=O)N2CCCC(C(=O)c3cc(F)ccc3F)C2)c(C)o1 (centres undefined)	3	-5	-4	-1	2	·	0	1555	0.0	-1.0	1
Cc1c(Cl)cccc1NC(=S)NCC(C)C	-3	5	16	1	-3	0.59	18	1656	-0.4	0.7	6
O=C(COc1ccc(C(=O)c2ccc(F)cc2)cc1)NCc1ccc(F)cc1	4	-15	23	7	-3	·	-5	1482	6.0	0.4	9
COC(=O)c1ccc(/C=N\N2CCN(Cc3ccc(C)cc3)CC2)cc1	-2	·	3	1	-3	-2e-05	-3	1506	0.1	-3.9	-2
Cc1ccc(NC(=O)CN2C(=O)S/C(=C\c3cccn3-c3cccc(C(=O)O)c3)C2=O)cc1C	2	-8	-3	2	-3	0.97	-10	1631	0.2	-1.6	3
COc1ccc(CCNC(=O)CCN2C(=O)COc3ccccc32)cc1OC	3	12	5	2	1	·	-9	1532	-0.3	-1.9	-2
COc1ccc(C(=O)COC(=O)CN2CC(=O)Oc3ccccc32)cc1Br	14	20	-41	4	-3	·	-11	1582	-0.1	1.1	1
Cc1nonc1NC(=O)CSc1nc2cc(Cl)ccc2c2c1CCCC2	2	·	5	1	-2	·	-4	1660	4.3	-2.9	9
C=C(C)CNC(=S)N/N=C/c1ccc(NC(C)=O)cc1	1	-3	8	5	0	-0.024	-4	1723	2.2	-2.0	7
O=S(=O)(Cc1cc(-c2ccccc2)no1)c1ccccc1	5	-50	9	2	-5	0.87	5	1689	2.7	-0.8	0
Cc1ccccc1SCC(=O)Nc1ccc(N2CCOCC2)cc1	-3	6	7	2	2	-0.75	-4	1474	5.1	-0.4	2
COc1ccc(C(NC(=O)/C=C/c2ccco2)c2ccc(OC)cc2)cc1	3	-7	7	20	0	·	-4	1838	3.6	0.0	8
COc1cccc(-c2noc(Cn3nc(C)c([N+](=O)[O-])c3C)n2)c1	-4	·	6	4	2	·	-2	1386	0.9	-10	-3
CCn1c(-c2cccnc2Cl)nc2cc(Cl)c(Cl)cc21	11	·	-1	-1	-1	·	1	1634	-0.1	-1.4	4
Cc1ccc(NC(=O)CN(C)C(=O)/C=C/c2cccc(F)c2)cc1	10	-19	-6	11	-10	-0.69	-10	1544	2.7	-1.4	8
COc1ccc(NS(=O)(=O)c2cccc(NC(=O)c3cnccn3)c2)cc1Br	4	3	2	2	-5	-0.38	100*	1353	-1.1	-0.8	-10
COc1ccc(CCNC(=O)c2cc(=O)n(C)c(=O)n2C)cc1OC	6	-1	0	0	-9	0.5	-5	1673	2.1	-1.7	-3
Cc1cc(NC(=O)c2ccco2)no1	11	·	18	1	-2	·	-3	1589	0.3	-2.0	7
COc1cccc(/C=N/Nc2ncnc3scc(-c4ccccc4)c23)c1OC	0	·	2	-2	-2	-0.64	8	1299	0.7	0.2	-2
Cc1ccc(SCC(=O)N2c3ccccc3Sc3ccccc32)cc1	1	·	38	10	-3	·	8	1768	14*	1.7	10
CCN(CC)S(=O)(=O)c1cc(NC(=O)C(C)OC(=O)c2[nH]c(C)c(C(C)=O)c2C)ccc1C (centres undefined)	4	7	7	-8	0	·	95*	1391	2.6	-0.6	2
CC(=O)C(C)Oc1ccc(Cc2ncc(C(F)(F)F)cc2Cl)cc1 (centres undefined)	0	-4	7	-8	-5	-0.32	4	1339	0.5	-0.6	-8

Other entries
SMILES	PPARg SRC-3 ag	S1P3 antagonist	bIAP inhibitor	PPARg SRC2 recr	Efa HMGR inh	ROMK mod	Lmaj promast	TR-FRET SRC-2 ct	RAM network inh	DTT redox prof	PPARg SRC-1 ag
Cc1ccc(OCC(=O)NN2C(=O)c3ccccc3C2=O)c(C)c1	13	·	11	8	-2	·	-10	1656	1.1	0.3	4
CN(C)S(=O)(=O)c1cccc(-c2nnc(-c3ccccc3)o2)c1	-4	·	2	-1	4	-0.46	0	1292	1.1	0.3	6
COC(=O)[C@H](CCSC)NC(=O)N1CCN(c2cccc(C(F)(F)F)c2)CC1	3	-20	9	1	-1	-0.66	-3	1375	1.0	-1.0	8
CCN(CC)CCCNC(=O)c1nn(-c2cccc(OC)c2)c(=O)c2ccccc12	-13	3	-3	12	-1	·	2	1659	0.5	1.2	6
COc1ccc(-c2cc(C3CC3)nc(SCC(=O)c3cccs3)c2C#N)cc1	5	-16	10	2	-1	·	2	1637	2.4	2.7	8
Cc1ccc2occ(/C=C/C(=O)O)c(=O)c2c1	-5	·	10	6	0	·	-1	1461	0.8	3.5	6
COc1ccc(S(=O)(=O)N2CCCCCC2)cc1N(C)S(=O)(=O)c1ccc(Cl)cc1	-1	·	4	0	-4	0.75	24	1434	5.9	2.4	2

As a short view, some entries already given.
SMILES	PPARg SRC-3 ag	S1P3 antagonist	bIAP inhibitor	PPARg SRC2 recr	Efa HMGR inh	ROMK mod	Lmaj promast	TR-FRET SRC-2 ct	RAM network inh	DTT redox prof	PPARg SRC-1 ag
Cc1ccc(OCC(=O)NN2C(=O)c3ccccc3C2=O)c(C)c1	13	·	11	8	-2	·	-10	1656	1.1	0.3	4
CN(C)S(=O)(=O)c1cccc(-c2nnc(-c3ccccc3)o2)c1	-4	·	2	-1	4	-0.46	0	1292	1.1	0.3	6
COC(=O)[C@H](CCSC)NC(=O)N1CCN(c2cccc(C(F)(F)F)c2)CC1	3	-20	9	1	-1	-0.66	-3	1375	1.0	-1.0	8
